PI5P4K alpha inh = qHTS for Inhibitors of phosphatidylinositol 5-phosphate 4-kinase (PI5P4K); Phosphatidylinositol 5-phosphate 4-kinase type-2 alpha (Homo sapiens), P48426; PI5P4Kalpha enzyme, ADP-Glo luminescence, 60 min; hits give low values; max response, %; 1.2% of 330,000 active; AID 652105, 2013; active = max response of -50% or lower; inconclusive = between -30% and -50%; inactive = -30% or higher; note: value at the top dose of about 77 µM; % is set by controls: 0 for no effect and ±100 for the full control effect
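Quantitative HTS of the MLSMR library against PI5P4Kalpha with substrate. ATP added last at 5 microM final; room temperature, 60 minutes. Remaining ATP depleted, ADP converted and read as luminescence.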
PLK1 PBD block = qHTS for Inhibitors of PLK1-PDB (polo-like kinase 1 - polo-box domain): Primary Screen; Serine/threonine-protein kinase PLK1 (Homo sapiens), P53350; Plk1 PBD binding of FITC phosphopeptide, fluorescence polarization; Potency, µM, for inactives: max response, negative = inhibition, hits mostly inhibitors; 2.8% of 360,000 active; note: potency is the fitted concentration of half-maximal effect; series mostly up to about 57 µM; % is set by controls: 0 for no effect and ±100 for the full control effect; nearly all actives have a fitted effect of over 65% in size
EPAC1 agonist = qHTS for Agonist of cAMP-regulated guanine nucleotide exchange factor 3 (EPAC1): primary screen; Potency, µM (top dose mostly 154 µM), without a hit: at the highest dose activation, most hits filed as activators; 0.073% of 360,000 active; EPAC1 agonist qHTS, biochemical assay; response scale: 100% = response to 6.5 mM cAMP; note: potency is the fitted concentration of half-maximal effect; nearly all actives have a fitted effect of over 60% in size
Target sequence (O95398 whole entry, looked up): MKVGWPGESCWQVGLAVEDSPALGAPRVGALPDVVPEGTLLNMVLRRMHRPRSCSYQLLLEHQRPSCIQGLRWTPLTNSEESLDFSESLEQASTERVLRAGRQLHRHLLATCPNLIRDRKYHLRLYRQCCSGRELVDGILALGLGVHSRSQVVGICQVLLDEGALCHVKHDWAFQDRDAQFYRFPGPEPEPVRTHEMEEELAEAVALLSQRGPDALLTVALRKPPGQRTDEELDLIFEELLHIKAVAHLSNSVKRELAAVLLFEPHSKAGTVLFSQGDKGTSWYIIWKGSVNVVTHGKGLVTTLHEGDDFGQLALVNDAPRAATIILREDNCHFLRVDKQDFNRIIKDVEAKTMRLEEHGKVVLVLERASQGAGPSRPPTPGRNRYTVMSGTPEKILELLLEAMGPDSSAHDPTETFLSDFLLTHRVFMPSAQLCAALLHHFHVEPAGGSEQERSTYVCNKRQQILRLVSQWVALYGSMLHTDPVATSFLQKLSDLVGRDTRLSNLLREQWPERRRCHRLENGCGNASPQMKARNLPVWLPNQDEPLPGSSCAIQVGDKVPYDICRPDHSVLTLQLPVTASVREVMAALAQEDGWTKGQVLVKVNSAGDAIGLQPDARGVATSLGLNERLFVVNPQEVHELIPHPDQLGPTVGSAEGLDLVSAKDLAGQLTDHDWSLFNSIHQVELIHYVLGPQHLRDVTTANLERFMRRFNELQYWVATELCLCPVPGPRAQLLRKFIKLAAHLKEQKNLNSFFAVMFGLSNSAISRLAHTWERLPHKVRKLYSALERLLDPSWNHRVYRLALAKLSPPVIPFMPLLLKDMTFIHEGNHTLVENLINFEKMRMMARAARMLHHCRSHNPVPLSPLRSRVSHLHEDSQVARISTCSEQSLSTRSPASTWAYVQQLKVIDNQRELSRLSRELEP
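Nucleotide exchange by EPAC1 (100 nM) on Rap1B–BODIPY-GDP (250 nM) in the presence of 50 uM GDP is tracked fluorescently at 480/540 nm over 30 min. Signals are normalized to a 6.5 mM cAMP control.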
WRN helicase inh = qHTS for Inhibitors of WRN Helicase | WRN helicase unwinding, fluorescent forked duplex, kinetic | Potency, µM (top dose mostly 114 µM), without a hit: at the top dose activity change, negative = inhibition, most hits filed as inhibitors | 0.46% of 360,000 active; note: potency is the fitted concentration of half-maximal effect; % is set by controls: 0 for no effect and ±100 for the full control effect; nearly all actives have a fitted effect of over 55% in size
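Kinetic fluorescence helicase assay: unwinding of a quenched forked DNA duplex (100 nM final) with 2 mM ATP final raises red fluorescence (525/598 nm). Compounds sat 15 min at room temperature with 20 nM WRN beforehand.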
Abeta rescue = qHTS for compounds that reverse cellular toxicity of Amyloid beta (A-beta) peptide in yeast: Primary Screen; yeast expressing A-beta42, growth rescue, OD600, 48 h; response scale: 0% DMSO, 100% iron-clioquinol control; Potency, µM (top dose mostly 46.1 µM), inactives show top-dose growth rescue, usual class: activators; 0.063% of 410,000 active; note: potency is the fitted concentration of half-maximal effect; nearly all actives have a fitted effect of over 55% in size
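Growth rescue measured by 600 nm absorbance after 48 h yeast culture at 30 C with compound. Values normalized between DMSO and an equimolar ferric chloride plus clioquinol control.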
FUS suppressor = qHTS for Suppressors of FUS Proteinopathy: Primary screen using FUS-linked yeast assay | 0.24% of 390,000 active | AID 1347120, 2019 | S. cerevisiae FUS-expressing, growth rescue, OD600, 24 h | Potency, µM (doses to about 76.6 µM), for inactives: at the highest dose growth rescue (activation), actives largely listed as activators;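 note: potency is the fitted concentration of half-maximal effect; plate controls were DMSO vehicle for no effect and reference control for full effect; nearly all actives have a fitted effect of over 55% in size; some results filed as inactive show a strong effect at the top dose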
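Restored growth of FUS-toxic S. cerevisiae, read as 600 nm absorbance after 24 h at 30C in galactose medium (starting OD 0.005). Controls CP55940 and DMSO.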
IL-2 act = qHTS of IL-2 Activators; IL-2 activation reporter assay, cell-based qHTS; stimulated with anti-CD3/CD4/CD28 beads; in transgenic mouse T cells; activation, % (series mostly up to about 46 µM); 0.065% of 360,000 active; AID 652025, 2013; in the data active = activation above about 50%; inconclusive = mostly about 30% to 49%; note: 0% is about no effect
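Unstimulated transgenic mouse T cells preincubated 60 min with compound, then stimulated with anti-CD3/anti-CD4-coated beads plus anti-CD28 for 18 h at 37 degrees C. IL-2 response read as EGFP and DsRed fluorescence by plate cytometry.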
EPAC1 antagonist = qHTS for Antagonist of cAMP-regulated guanine nucleotide exchange factor 3 (EPAC1): primary screen | EPAC1 GEF assay, Rap1b-BODIPY-GDP exchange fluorescence | Potency, µM (series often up to 115 µM), for inactives: at the highest dose activity change, negative = inhibition, hits mostly inhibitors | 0.14% of 360,000 active;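 note: potency is the fitted concentration of half-maximal effect; plate controls were vehicle for no effect and positive control for full effect; nearly all actives have a fitted effect of over 50% in size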
* marks the source's active call; other numbers are inactive results; ? = inconclusive; / = not tested or not shown; [ ] = dose if it differs, or a comment. Unless noted, calls come from the whole dose curve; as a rule, active = well fitted curve in the direction sought with a large enough effect; inconclusive = small, poorly fitted or top-dose-only effect, or another doubt; inactive = no such curve, though single readings can be large; an effect the other way counts as inactive or inconclusive. Not a hit list (roughly 4.1% active in at least one column).

SMILES	PI5P4K alpha inh	PLK1 PBD block	EPAC1 agonist	WRN helicase inh	Abeta rescue	FUS suppressor	IL-2 act	EPAC1 antagonist
Cc1cccc(N=Cc2cc3c(cc2[N+](=O)[O-])OCO3)c1	-3	-14%	6%	-5%	4%	7%	0.9	0%
N#Cc1cccc(C(=O)OCc2cccc(S(=O)(=O)N3CCOCC3)c2)c1	-1	-3%	17%	-6%	8%	23%	-2.0	6%
CC[n+]1ccc(C)c2cc(P(=O)(c3ccccc3)c3ccccc3)ccc21	-16	?	-1%	-25%	0%	55%	0.3	?
COc1cccc(CN2CCNC(=O)C2CC(=O)NCCCN2CCCC2=O)c1 (stereo not given)	5	-23%	-4%	-10%	-1%	11%	-1.7	-4%
CCCCOCCCNC(=O)C1CCCCC1	/	-6%	5%	-5%	3%	2%	0.6	13%
CCC(C)[C@@H](CN(N=O)[C@@H](Cc1ccccc1)CN(C)N=O)N(CCc1ccccc1)N=O (stereo not given in full)	-4	-1%	-3%	-8%	8%	27%	-3.7	-11%
Cc1scc(C(=O)N/N=C/c2ccco2)c1C	/	-6%	0%	6%	-10%	31%	0.2	7%
Cc1cccc2cc(COC(=O)c3ccccc3)c(=O)[nH]c12	0	-8%	-6%	-3%	-21%	23%	0.1	18%
Clc1ccc(-c2nc3nc4ccccc4nc3n2Cc2ccco2)cc1	-1	-16%	0%	-1%	-4%	?	-1.2	-13%
NCC(=O)NCC(=O)NC[C@H]1O[C@@H](n2cnc3c(N)ncnc32)[C@H](O)[C@@H]1O	10	-5%	-1%	6%	-6%	-16%	-0.3	-5%
O=C(Cc1ccccc1)Nc1ccc(-c2nnc(-c3ccco3)o2)cc1	-7	-2%	4%	-19%[57.1 µM]	10%	28%	1.8	-2%
CC(C)N(C(=O)CSc1nnc(Cn2nnc3ccccc32)n1C)C(C)C	-3	-1%	-5%	3%	-1%	0%	0.1	-11%

The list goes on; it opens with the 3 that closed the last part.
SMILES	PI5P4K alpha inh	PLK1 PBD block	EPAC1 agonist	WRN helicase inh	Abeta rescue	FUS suppressor	IL-2 act	EPAC1 antagonist
NCC(=O)NCC(=O)NC[C@H]1O[C@@H](n2cnc3c(N)ncnc32)[C@H](O)[C@@H]1O	10	-5%	-1%	6%	-6%	-16%	-0.3	-5%
O=C(Cc1ccccc1)Nc1ccc(-c2nnc(-c3ccco3)o2)cc1	-7	-2%	4%	-19%[57.1 µM]	10%	28%	1.8	-2%
CC(C)N(C(=O)CSc1nnc(Cn2nnc3ccccc32)n1C)C(C)C	-3	-1%	-5%	3%	-1%	0%	0.1	-11%
O=c1c2c(-c3ccc([N+](=O)[O-])cc3)ccnc2[nH]n1-c1ccccc1	2	-8%	10%	-8%	-6%	-33%	-2.9	-4%
Cc1cc2ncn(S(=O)(=O)c3ccc(S(=O)(=O)N4CCOCC4)cc3)c2cc1C	/	-4%	6%	12%	6%	18%	-2.7	7%
Cc1nc(NC(=O)CCc2ccccc2)sc1C	-17	15µM*	0%	?	30%	-4%	-0.9	-5%
Cc1ccc(S(=O)(=O)N2CCN(C(=O)c3ccco3)CC2)cc1	0	-25%	4%	-12%	1%	15%	-0.4	1%
Cc1ccc(CN2CCC(C)(Oc3ccc(Cl)cc3)C2)cc1 (stereo not given)	15	-15%	-7%	8%[57.1 µM]	-14%	-20%	-0.8	-8%
CCc1nnc(NC(=O)c2ccc(S(=O)(=O)N(CCOC)CCOC)cc2)s1	5	0%	1%	1%	-26%	-31%	-3.3	22%
COc1ccc(NC(=O)c2oc3ccccc3c2NC(=O)C2CCCO2)cc1OC (stereo not given)	7	-10%	4%	-13%	13%	?	-0.7	-3%
COC(=O)c1ccc(C2C(Oc3ccc(OC)cc3)C(=O)N2CCc2ccc(OC)c(OC)c2)cc1 (stereo not given)	5	-5%	-8%	-15%	2%	/	-3.9	3%
CC1=C(C(=O)OCC(C)C)C(c2ccsc2)NC(=O)N1 (stereo not given)	-21	-1%	-1%	-14%	-15%	35%	-2.8	-7%
CN(C)c1ccc(/C=C(\NC(=O)c2ccccc2)C(=O)N/N=C/c2ccc(C(=O)O)cc2)cc1	-3	-1%	4%	7%	0%	2%	-0.4	-7%
CCC1=[N+](CC(=O)c2ccc(C)cc2)CCn2cccc21	-9	-6%	-17%	4%	-24%	53%	1.9	16%
COc1ccc(-c2cc(-c3n[nH]c(=S)n3-c3cccc4ccccc34)[nH]n2)cc1	-27	-17%	10%	-16%	21%	12%	6.4	-6%
Cc1ccc(C(=O)O[C@H](C(=O)O)[C@H](OC(=O)c2ccc(C)cc2)C(=O)O)cc1	4	-13%	11%	3%	13%	5%	-0.4	5%
COc1ccc(NC(=O)C2CCCN(C)C2)cc1OCC(C)C (stereo not given)	1	-17%	-3%	-2%	0%	10%	5.4	-5%
N#CC1(C#N)[C@@H](C(=O)C23CC4CC(CC(C4)C2)C3)C12CCOCC2	-6	1%	6%	-4%	12%	-26%	0.1	-3%
CN(C)c1ccnc2sc3c(=O)n(-c4ccccc4)cnc3c12	/	0%	-2%	8%	2%	12%	-0.6	7%
Cc1ccccc1OCCC(=O)NCCc1ccc(S(N)(=O)=O)cc1	0	-1%	-3%	-8%	1%	0%	0.7	-17%
CNc1cccc(-c2cccc(C(=O)N3CCOCC3)c2)n1	-1	-2%	-8%	5%	-10%	-24%	-0.9	-6%
COc1cc(OC)cc(C(=O)NNC(=O)CCCOc2ccccc2)c1	11	3%	0%	-3%	11%	/	-0.5	8%
CCCOc1cccc(C(=O)N(Cc2ccccc2)C2CCS(=O)(=O)C2)c1 (stereo not given)	5	-5%	-3%	0%	-15%	25%	0.9	-3%
O=C(COC(=O)c1cccc(C(F)(F)F)c1)NCc1ccccc1	9	3%	-9%	-6%	-10%	/	-0.4	3%
COc1ccc(C(=O)C(C)OC(=O)c2sc(C)nc2C)cc1 (stereo not given)	-1	-7%	12%	5%	3%	-5%	0.1	1%
COc1cc(C(=O)NC2CC(C)(C)CC(C)(C)C2)ccc1OC1CCN(C(C)=O)CC1	5	-9%	-1%	2%	-4%	29%	0.0	8%
COc1ccc(-n2c(N)c(C#N)c3ccc([N+](=O)[O-])cc3c2=O)cc1	-21	-11%	5%	-6%	20%	/	?	-4%
Cc1cc(NC(=O)c2ccc(N3C(=O)CCC3=O)cc2)no1	-2	-3%	-6%	25%	29%	8%	-3.0	8%
Cc1ccc(C2C(C#N)=C(N)OC3=C2C(=O)CC(C)(C)C3)s1 (stereo not given)	-1	?	4%	-3%	10%	1%	-3.1	17%
CCOC(=O)CCCc1ccc(/C(C)=N/NC(N)=S)cc1	2	-8%	1%	-3%	?	14%	-4.3	-9%
CCCC1C(=O)N(Cc2ccccc2)C(=O)CC1C (stereo not given)	-8	-2%	-10%	0%	-10%	-11%	-3.6	-15%
Cn1c2ccccc2c2cc(/C=N/NC(=O)c3cc(O)ccc3O)ccc21	-90*	21µM*	9%	22µM*	26%	21%	0.3	56µM*
CCOC(=O)c1cc(CC)sc1N	-3	0%	-9%	3%	-6%	-34%	-0.5	6%
N=C1/C(=C/c2cccn2-c2ccc([N+](=O)[O-])cc2)C(=O)N=C2SC=CN12	?	-4%	2%	-12%[11.6 µM]	-1%	/	-0.4	0%
O=C1CCc2cc(S(=O)(=O)NC(C(=O)N3CCN(c4ccccn4)CC3)c3ccccc3)ccc2N1 (stereo not given)	3	-14%	4%	3%	1%	-10%	0.1	0%
Cc1ccccc1NC(=O)c1cccc(S(=O)(=O)Nc2cccc(C(=O)O)c2)c1	3	4%	8%	-6%	-4%	4%	0.2	-7%
CCOc1ccc(C(CC(=O)O)NC(=O)c2cccs2)cc1OC (stereo not given)	-3	2%	0%	-1%	-12%	0%	2.6	2%
Cc1ccc(-n2nc3c(=O)n(CC(=O)NC(C)CCc4ccccc4)nc(C)c3c2C)cc1 (stereo not given)	3	-5%	-8%	-5%	-4%	1%	-0.8	-15%
COc1ccc(S(=O)(=O)N2CCN(C)CC2)cc1C(=O)Nc1ccccc1	-1	-13%	-1%	9%	3%	-15%	-1.3	-9%
C=CC[C@H](CC(=O)NCCO)C(=O)N[C@@H](COC(=O)[C@H](CC=C)CC(=O)OC(C)(C)C)Cc1ccccc1	-2	-7%	-21%	-5%	-17%	40%	0.1	-5%
CCc1c(O)nc(SCC(=O)Nc2ccc3c(c2)CCC3)[nH]c1=O	-19	-9%	1%	-8%	-9%	7%	0.1	11%
Cc1cc(OCCCn2ccnc2)ccc1C(C)C	14	6%	2%	-8%	-8%	-5%	-4.8	-15%
CN(Cc1ccccc1)C(=O)CCS(=O)(=O)c1ccc2c(c1)n(C)c(=O)c(=O)n2C	1	?	-9%	5%	-6%	-16%	-1.9	-4%
CC(C)Oc1cc(F)ccc1-c1cc(C(=O)Nc2ccccc2)[nH]n1	-2	-4%	-11%	-2%	-8%	-15%	-0.8	-18%
COc1ccc(C(=O)NCC(=O)N/N=C/c2ccco2)cc1OC	0	-9%	0%	10%	-4%	23%	-0.2	26%
O=C(COC(=O)c1cccc(F)c1)NC(=O)NC1CCCC1	10	-4%	6%	-2%	13%	14%	2.2	-21%
O=C(Nc1cccn(Cc2c(Cl)cccc2Cl)c1=O)c1ccc(Cl)cc1Cl	/	-4%	6%	1%	2%	21%	-2.6	-6%
COc1ccc(CCNC(=O)NC23CC4CC(CC(C4)C2)C3)cc1OC	1	1%	-14%	-13%	3%	?	1.1	-14%
C/C(=N\NC(=O)c1cccnc1)c1ccc(Br)cc1	1	-1%	-1%	13%	-6%	-31%	-2.5	1%

WRN helicase inh: entries above that show a hit
structure | PI5P4K alpha inh | PLK1 PBD block | WRN helicase inh | IL-2 act | EPAC1 antagonist
Cn1c2ccccc2c2cc(/C=N/NC(=O)c3cc(O)ccc3O)ccc21 | -90* | 21µM* | 22µM* | 0.3 | 56µM*

Compound activity: PubChem BioAssay, National Center for Advancing Translational Sciences (NCATS)
